# tim10-1 inh = inhibits growth of tim10-1 mutant yeast | S. cerevisiae tim10-1 ts strain growth, BacTiter-Glo, 24 h | inhibition, % at 20 µM | 330,000 tested, 2.2% active | AID 463190;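 active = inhibition of at least 40%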;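 also: mutant grown at 25 °C; 0% = DMSO wells with yeast and 100% = wells holding no yeast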
# APJ agonist = APJ receptor agonism. AID 2520. activation, % at 20 µM. 330,000 tested, 0.11% active. CHO-K1 APJ PathHunter beta-arrestin, luminescence; 0% DMSO wells, 100% apelin;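 active = activation more than six SD over the plate average, tested at 20 µM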;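 also: 0% = DMSO alone and 100% = apelin-13 at 10 nM; some results filed as inactive read as strong as hits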
# Target sequence (P35414 whole entry, looked up): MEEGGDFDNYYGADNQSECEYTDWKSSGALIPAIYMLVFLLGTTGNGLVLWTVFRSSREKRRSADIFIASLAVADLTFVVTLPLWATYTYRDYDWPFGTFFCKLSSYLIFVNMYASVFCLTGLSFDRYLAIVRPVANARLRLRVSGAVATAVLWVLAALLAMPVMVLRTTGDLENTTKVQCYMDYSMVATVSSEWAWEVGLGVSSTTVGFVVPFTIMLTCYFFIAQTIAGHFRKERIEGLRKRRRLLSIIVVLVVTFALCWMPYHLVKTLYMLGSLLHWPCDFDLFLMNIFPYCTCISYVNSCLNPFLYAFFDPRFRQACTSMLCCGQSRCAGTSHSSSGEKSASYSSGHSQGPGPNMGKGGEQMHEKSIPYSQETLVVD
#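 Test system: CHO-K1 APJ beta-arrestin complementation cell line | Compound: Single test compound dose, 20 µM final, 1% DMSO | Incubation: Compound 90 min 25 °C, reagent 1 h | Measured by: beta-gal luminescence | Read-out basis: APJ–arrestin association signal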
# TIM10 inh = inhibits growth of TIM10 yeast strain; 330,000 tested, 1.4% active; S. cerevisiae TIM10 strain growth, BacTiter-Glo luminescence, 24 h; inhibition, % at 10 µM; AID 463195;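 active = inhibition of 40% or more at the single tested concentration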;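 also: wild-type TIM10 isogenic control strain grown at permissive 25 °C; 0% = DMSO yeast wells and 100% = minimal medium wells without yeast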
# MPTP inh = blocks calcium-induced mitochondrial swelling. isolated mouse mitochondria, Ca2+ swelling absorbance, 30 min. inhibition, % at 10 µM. 360,000 tested, 1.4% active. AID 602449;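 active = inhibition of 50% or more, scaled per plate between neutral and stimulator controls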;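 also: 0% = DMSO wells given calcium and 100% = 1 mM EGTA wells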
# tim23-1 inh = tim23-1 yeast growth inhibition; 330,000 tested, 1.3% active; inhibition, % at 20 µM; AID 463212; S. cerevisiae tim23-1 growth, BacTiter-Glo luminescence, 24 h;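 active = growth inhibition of the mutant yeast at or above 50%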;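 also: temperature-sensitive mutant grown at 25 °C; plate controls were DMSO-treated mutant yeast for no effect and medium wells lacking yeast for full effect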
# NLRP3 yeast inh = blocks the NALP3 inflammasome reconstituted in yeast. Yeast reconstituted NLRP3/ASC/caspase-1, beta-gal luminescence, 24 h. inhibition, % at 10 µM. 330,000 tested, 0.39% active. AID 2825;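 active = inhibition of 50% or more; inactive = inhibition below 50%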;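 also: plate controls were induced DMSO wells for no effect and uninduced yeast grown without galactose for full effect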
# GRIN3A LBD mod = modulates the human NR3A ligand-binding domain. NR3A LBD differential scanning fluorimetry, Tm shift; 0% = protein alone, 100% = glycine-bound protein. Tm shift relative to glycine control, % at 25 µM. 340,000 tested, 2.5% active. AID 1259313;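 active = melting temperature shift of at least 10% of the positive control shift, at one fixed dose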
# MIN6 prolif = MIN6 beta-cell proliferation induction; proliferation, % at 10 µM; MIN6 cells proliferation, ATPlite luminescence, 48 h; cells starved in 0.2% serum; 100% = growth in 10% serum; 330,000 tested, 0.29% active;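 active = compounds whose signal lies at least 3.5 SD above the mean of all wells on their plate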;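 also: 0% = DMSO-treated cells in low-serum medium and 100% = 10% serum control; some compounds called inactive have numbers as strong as hits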
# APJ antag = APJ receptor antagonism | P35414 | CHO-K1 APJ beta-arrestin complementation, luminescence | inhibition, % at 20 µM | 330,000 tested, 0.32% active;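 active = inhibition above about 40% at 20 µM, limit read from the data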;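 also: cells challenged with 10 nM apelin-13 agonist together with compound; plate controls were apelin-13 plus DMSO wells for no effect and DMSO wells lacking apelin-13 for full effect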
# * marks the source's active call; other numbers are inactive results; . = no result given.
SMILES,tim10-1 inh,APJ agonist,TIM10 inh,MPTP inh,tim23-1 inh,NLRP3 yeast inh,GRIN3A LBD mod,MIN6 prolif,APJ antag
O=C(CCn1nnc2ccccc21)NNC(=O)C1CCCCC1,-5,1,-12,-0.7,1,11,0,0,-3
CCN(CC(=O)NC1CCS(=O)(=O)C1)C(=O)c1ccc(S(=O)(=O)N(CC)CC)cc1 (stereo not given),-8,-2,4,-0.9,4,-12,0,1,17
Cc1cc(Sc2nc(NC(C)C)nc(NC(C)C)n2)nc(Cl)n1,25,2,16,0.5,34,15,-2,1,-10
Cc1ccc[n+](CC(=O)N2CCCCC2)c1C,6,-4,7,0.7,-23,-2,0,1,6
CCC1Sc2ccccc2N(CC(=O)NCc2ccc3c(c2)OCO3)C1=O (stereo not given),27,1,10,0.8,10,8,-1,-1,14
O=C(OCC(=O)N1CCN(S(=O)(=O)c2ccc(Cl)cc2)CC1)c1ccc([N+](=O)[O-])o1,26,-1,1,0.1,22,8,-1,0,-63
O=C(Cc1ccc([N+](=O)[O-])cc1)NCC1CCCO1 (stereo not given),8,-1,13,-0.9,11,0,-1,2,1
CCCC(=O)Nc1nnc(-c2ccco2)s1,10,-7,3,1.2,15,24,0,0,3
Nn1cc(-c2ccccc2)nc1SCC(=O)Nc1cccc(S(N)(=O)=O)c1,14,-7,2,1.4,-1,4,3,0,-2
O=C(c1ccccc1)c1ccc2nc(N3CCN(C(=O)c4ccco4)CC3)c3nncn3c2c1,21,-3,-9,0.1,5,10,-1,1,19
Cc1ccc(Nc2nc(-c3sc(N)nc3C)cs2)cc1,33,-5,33,-0.3,65*,20,-6,-4,13
CN(C)/C=C1/Sc2ccccc2C1=O,7,3,-1,-1.1,12,-2,1,-1,-18
COc1ccc(Br)cc1C(=O)Nc1cccc2ncccc12,4,-1,16,0.7,30,31,-2,1,5
O=C1NC(c2ccccc2)CCC1(Cl)Cl (stereo not given),17,0,5,19,-2,10,-7,1,8
CN(C)/C=C1\C(=O)N(c2ccc(Cl)c(Cl)c2)CS1(=O)=O,12,-3,7,2.0,6,-6,-3,-2,6
COc1ccccc1CNc1ccc(N2CCOCC2)c(C(=O)O)c1,-2,-3,-11,-6.3,12,8,2,-2,-21
O=C1NC(=O)/C(=C\c2ccc(OCc3cnc(Cl)s3)cc2)S1,10,-2,9,2.1,2,16,-12,-1,-2
CC(C)(C)n1nnnc1C(c1cccs1)N(Cc1ccccc1)Cc1ccco1 (stereo not given),25,0,4,-0.4,38,6,0,-6,5
Cc1cccc(CN2CCc3c(OCC(=O)N4CCCc5ccccc54)cccc3C2=O)c1,32,0,29,7.5,29,8,-3,0,-4
O=C(NNc1c(Cl)cncc1Cl)c1sccc1Cl,-7,1,12,3.9,2,8,0,-2,8
CCOC(=O)C1CCCN(C(=O)c2cc(-c3ccc(C)cc3)on2)C1 (stereo not given),6,-5,14,-0.9,28,17,-1,0,2
Cc1ccc2nc(-c3ccc(N)cc3)sc2c1,13,0,20,3.4,53*,4,-5,-4,-9
Cc1cccc(C)c1OCC(O)CNS(=O)(=O)c1ccccc1C(=O)N1CCCCC1 (stereo not given),24,-1,20,3.7,31,1,-2,1,17
COc1cc(OC)cc(C(=O)Nc2ccc(S(=O)(=O)Nc3cc(C)on3)cc2)c1,8,4,0,1.0,7,8,1,0,7
COc1ccc(Cl)cc1NC(=O)COC(=O)C1CC(=O)N(Cc2ccccc2)C1 (stereo not given),9,-2,6,1.4,16,-12,2,-4,6
Cc1cccc(C(C(=O)NCc2ccc(F)cc2)N(C(=O)c2csnn2)C2CC2)c1 (stereo not given),11,-2,19,0.1,4,19,1,1,0
CCCOc1ccc(C(=O)Nc2ccc(N3CCN(C(=O)c4ccco4)CC3)cc2)cc1,3,6,5,-0.3,8,5,-14,3,-2
O=C(Cn1nc(-c2ccccc2)ccc1=O)N1CCCCC1,12,-3,-15,-0.7,8,6,0,0,7
Cc1cc(OCC(=O)N2CCC(O)(c3ccc(Cl)cc3)CC2)c2c(C)cc(=O)oc2c1,-6,-1,-17,-0.6,-4,-5,-2,3,-4
Cc1cc(C)nc(NC(=O)C(c2ccccc2)c2ccccc2)n1,21,-3,18,0.6,22,7,2,4,10
C[C@H](CO)N1C[C@H](C)[C@@H](CN(C)Cc2ccc3c(c2)OCO3)Oc2c(NC(=O)C3CCCCC3)cccc2C1=O,1,-1,4,-0.9,17,24,1,-3,8
Cc1ccc(N(CC(=O)NC2CCCC2)C(=O)Cn2nnc(-c3ccccc3F)n2)cc1,13,-1,8,1.3,11,26,3,0,19
COc1cc(S(=O)(=O)NCC2(N3CCCCC3)CCCCC2)ccc1NC(C)=O,1,0,-7,0.4,17,15,0,-2,13
O=C(Nc1ccccc1C(=O)Nc1ccccc1)c1cccs1,-3,-4,-2,0.6,-1,18,-3,-2,9
CC(=O)Nc1ccc(NC(=O)CN(c2cccc([N+](=O)[O-])c2)S(C)(=O)=O)cc1,-7,-1,10,2.4,6,18,-11,-2,-5
Cc1c(OC(C)C(=O)N[C@H](C(=O)O)c2ccccc2)ccc2c3c(c(=O)oc12)CCCC3 (stereo not given in full),6,-4,11,0.8,18,12,-3,-1,10
O=C(Cn1cnc2ccccc2c1=O)Nc1ccc(S(=O)(=O)N2CCCC2)cc1,0,-2,-2,-2.6,17,5,-1,-3,-5
CCOc1cccc(NC(=O)c2cnccc2C(F)(F)F)c1,19,-2,10,2.8,9,7,-1,-2,9
CCOc1ccccc1CN1CCN(Cc2cn(C)nc2-c2ccccc2)CC1CCO (stereo not given),-3,-1,-19,0.7,19,12,0,-3,-4
O=C(COc1ccc([N+](=O)[O-])cc1)Nc1ccc(N2CCCC2)cc1,6,-1,-6,0.4,6,19,0,2,1
O=C1N/C(=C/c2cccn2-c2ccccc2)C(=O)N1Cc1ccccc1F,14,4,2,0.3,14,18,-7,0,-6
COc1ccc(S(=O)(=O)Nc2ccc3c(c2)OCO3)cc1Cl,9,-2,-2,-5.5,17,8,-9,-3,13
Cc1cc(NC(=O)C2C3C(=O)N(Cc4ccc(Cl)cc4)C(C(=O)NC(C)(C)C)C34C=CC2(C)O4)no1 (stereo not given),5,-3,2,-1.1,0,2,-1,-2,17
CCOc1ccc(Cn2nnc(-c3ccc(S(C)(=O)=O)cc3)n2)cc1OCC,0,-3,-4,-0.2,-8,12,-1,-2,0
CCCN1CCN(c2ncnc3c2nnn3Cc2ccccc2)CC1,17,-2,-8,0.0,8,25,1,0,0
CC(C)(C)c1csc(NC(=O)Cn2c(=O)oc3ccccc32)n1,19,2,8,0.5,35,25,-1,-3,7
COc1ccc(/C=C2/NC(=O)N(CC(=O)Nc3cccc(C)c3)C2=O)cc1O,6,-3,-4,0.4,-10,9,-4,-2,10
CC1CC(C)CN(C(=O)c2ccc3c(c2)OCCO3)C1 (stereo not given),7,-5,9,-1.4,14,9,-1,-3,3
O=C(c1ccccc1)N1CCN(C(=O)c2cc3ccccc3oc2=O)CC1,9,1,-16,0.7,6,11,2,3,20
CN(Cc1ccccc1)S(=O)(=O)c1ccc(C(=O)Nc2nnc(C3CC3)o2)cc1,24,3,10,-2.5,14,-2,-8,-3,2

# Single values from the results shown.
# APJ antag result of CN(Cc1ccccc1)S(=O)(=O)c1ccc(C(=O)Nc2nnc(C3CC3)o2)cc1 reads 2
# tim10-1 inh result of CC1CC(C)CN(C(=O)c2ccc3c(c2)OCCO3)C1 (stereo not given) reads 7
# GRIN3A LBD mod result of O=C1N/C(=C/c2cccn2-c2ccccc2)C(=O)N1Cc1ccccc1F reads -7
# APJ antag result of COc1ccc(/C=C2/NC(=O)N(CC(=O)Nc3cccc(C)c3)C2=O)cc1O reads 10

# (further entries)
SMILES,tim10-1 inh,APJ agonist,TIM10 inh,MPTP inh,tim23-1 inh,NLRP3 yeast inh,GRIN3A LBD mod,MIN6 prolif,APJ antag
CSc1ccc(N/N=C(/C#N)S(=O)(=O)C(C)(C)C)cc1,7,-6,15,3.7,23,17,-11,4,5
Cc1ccc(-c2nc3cccnc3s2)cc1NC(=O)c1ccco1,14,-1,0,1.5,-10,18,-1,-1,-2
CN1CCN(S(=O)(=O)c2cccc(C(=O)NC3(C)CCS(=O)(=O)C3)c2)CC1 (stereo not given),10,0,-5,0.1,15,12,0,-1,4
O/N=C1\CC(O)Cc2nonc21 (stereo not given),7,-2,9,-1.3,6,-5,0,-2,17
CCN(CC(=O)Nc1ccc(NC(C)=O)cc1)C(=O)c1cccc(S(=O)(=O)N2CCc3ccccc3C2)c1,11,6,2,-0.4,11,18,2,-2,-64
CCCCSc1nc(N)c(C#N)c(-c2cccs2)c1C#N,16,-4,-34,31,-22,18,-26,-5,18
Nc1sccc1C(=O)c1ccccc1,-12,-4,1,.,7,-11,-1,-1,-3
CCN(CC(=O)Nc1ccc(C)c(S(=O)(=O)N(C)C)c1)Cc1ccccc1,18,1,12,2.0,4,3,-1,-2,6
COc1ccc(CN2CCC(C(=O)c3cccc(Cl)c3)CC2)cc1,-10,-1,-21,0.0,-4,21,1,3,8
Cc1ccc(-n2ncc3c(=O)n(-c4ccc(C)c(C)c4)c(C)nc32)cc1,27,-2,21,1.6,2,9,0,0,2
CN(C)S(=O)(=O)c1cccc(NC(=O)CSc2ncnc3ccccc23)c1,13,-1,-3,84*,16,5,-1,-3,-1
Cc1ccc(-c2nnc(CSc3nnc(COc4cccc5ccccc45)n3-c3ccccc3)o2)cc1,18,-4,11,-0.5,13,19,-4,-3,-2
O=C(COc1cccc2cccnc12)NNC(=S)Nc1ccccc1,-5,-4,0,.,-10,26,.,-2,6
Cc1nc(SCC(=O)O)c2oc3ccccc3c2n1,4,-4,-2,-0.6,3,3,-1,-3,-4
CC(=O)Nc1ccc(-n2nnnc2SCC(=O)NCc2cccs2)cc1,1,-2,3,0.3,-7,23,-2,2,7
CCCCn1c(O)c(C=NCCCN(C)C)c(=O)[nH]c1=O,3,-2,6,-5.8,-3,-1,0,4,5
COCCNC(=O)CN1C(=O)NC2(CCCCCC2)C1=O,5,-4,14,-1.2,3,6,0,-3,-10
O=C(CCn1c(=O)sc2ccccc21)Nc1cccnc1,-14,-4,-6,-1.4,-2,7,0,2,2
Cc1ccc(-n2c(SCC(=O)NCC3CCCO3)nc3ccccc3c2=O)cc1C (stereo not given),18,-3,10,-1.6,20,12,0,4,9
O=C(CN1CCOCC1)Nc1ccc([N+](=O)[O-])cc1,-5,-3,2,-0.6,5,4,-1,-1,-16
COc1ccc(/C=N/n2cnnc2SCCO)cc1OC,1,-2,-15,-1.9,5,-5,5,2,-5
CCOC(=O)C(CCCOc1cccc(CC)c1)C(=O)OCC,14,-5,-12,-0.5,10,18,3,5,8
CCOCc1nnc(NC(=O)c2c(-c3ccccc3)noc2C)s1,-3,-1,-7,-0.2,-3,13,-2,0,-9
Cc1nnsc1-c1c(C(=O)Oc2ccccc2)c(C)nn1-c1ccccc1,24,-1,-9,3.9,10,6,0,-4,10
COc1cc([C@H]2[C@@H]3CCCC[C@]3(O)CCN2CC(=O)Nc2ccc(C)cc2C)ccc1O,22,5,10,0.9,23,-13,0,-2,6
COc1ccc(C2c3[nH]c4ccccc4c3CCN2Cc2cccn2-c2ncccn2)cc1C (stereo not given),24,-5,28,3.3,13,28,-12,-5,4
Cc1cc(C)n(C(=O)CCNC(=O)c2ccccc2Br)n1,7,-3,2,2.5,8,18,0,3,-2

# Structures from the list above that contain bromine, in the order listed:
SMILES,tim10-1 inh,APJ agonist,TIM10 inh,MPTP inh,tim23-1 inh,NLRP3 yeast inh,GRIN3A LBD mod,MIN6 prolif,APJ antag
COc1ccc(Br)cc1C(=O)Nc1cccc2ncccc12,4,-1,16,0.7,30,31,-2,1,5
Cc1cc(C)n(C(=O)CCNC(=O)c2ccccc2Br)n1,7,-3,2,2.5,8,18,0,3,-2

# Not a hit list, and some 7.2% of all compounds hit somewhere here.
